RXFP1 ag = RXFP1 (human) receptor agonism. 0.3% of 370,000 active. HEK293T-RXFP1 cAMP TR-FRET, 30 min; response scale: percent of porcine relaxin response, buffer zero. Q9HBX9. Potency, µM (series often up to 57.5 µM), for inactives: top-dose activation, most hits filed as activators; further: potency means the concentration at half of the fitted maximal effect; on the % scale 0 is the no-effect control and ±100 the full control effect; nearly all actives have a fitted effect of over 60% in size; many of its hits are not listed in these tables
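cAMP rise read by TR-FRET after 30 min, 37C compound exposure (up to 58 uM) in RXFP1-transfected HEK293 cells with Ro 20174 present. EC50 from Hill-equation fits, with 29 nM porcine relaxin as 100% and buffer as basal.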
USP1 inh = blocks the human USP1/UAF1 deubiquitinase complex | recombinant USP1/UAF1, Ub-Rhodamine cleavage fluorescence | Potency, µM (highest dose often 57.1 µM), for inactives: top-dose activity change, negative = inhibition, actives largely listed as inhibitors | 0.23% of 390,000 active | AID 743255; further: potency means the concentration at half of the fitted maximal effect; on the % scale 0 is the no-effect control and ±100 the full control effect; nearly all actives have a fitted effect of over 60% in size; inactives centre near -12
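In this screen, compounds sit with the deubiquitinase complex (1nM) for 15 min at room temperature before Ub-Rho is added at 150nM final. Fluorescence rise is then followed for 6 reads every 60 seconds.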
mIDH1 inhibitor = blocks human mutant IDH1 R132H enzyme; AID 602179; Potency, µM (highest dose often 76.6 µM), inactives show at the top dose activity change, negative = inhibition, usual class: inhibitors; 0.093% of 390,000 active; IDH1-R132H enzyme, NADPH consumption, diaphorase/resazurin fluorescence; further: potency means the concentration at half of the fitted maximal effect; on the % scale 0 is the no-effect control and ±100 the full control effect; nearly all actives have a fitted effect of over 65% in size
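IDH1-R132H (0.5 ug/mL dispensed) in pH 7.5 Tris buffer was preincubated 30 min with compound, then given a substrate mix of 0.016 mM NADPH and 2 mM alpha-KG for 80 min at room temperature; remaining NADPH was read by diaphorase/resazurin fluorescence.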
PI4K2A block = blocks human PI4K2A kinase activity; purified PI4K2A, ADP-Glo luminescence, 1 h; hits give low values; Q9BTU6; 0.13% of 420,000 active; AID 1346378; activity change, negative = inhibition, % at 76.9 µM; in the data active means activity change below about -50%; inconclusive means mostly about -30% to -49%;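 further: -100% = wells without enzyme as full effect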
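ADP-Glo luminescence measured ADP generated by PI4K2A enzyme (4 ug/mL before mixing) with 1.2 mM PI substrate (pre-mix) and 300 microM ATP (pre-mix). Tris pH7.5 buffer with MgCl2, Triton X-100; 1 h reaction at ambient temperature.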
TrxR1 substrate = is turned over as a substrate by rat TrxR1; Potency, µM (top dose mostly 114 µM), inactives show top-dose activity change, negative = substrate turnover; 0.01% of 390,000 active; purified TrxR1 substrate turnover, NADPH consumption readout; O89049; further: potency means the concentration at half of the fitted maximal effect; on the % scale 0 is the no-effect control and ±100 the full control effect; nearly all actives have a fitted effect of over 50% in size
Target sequence (O89049 whole entry, looked up): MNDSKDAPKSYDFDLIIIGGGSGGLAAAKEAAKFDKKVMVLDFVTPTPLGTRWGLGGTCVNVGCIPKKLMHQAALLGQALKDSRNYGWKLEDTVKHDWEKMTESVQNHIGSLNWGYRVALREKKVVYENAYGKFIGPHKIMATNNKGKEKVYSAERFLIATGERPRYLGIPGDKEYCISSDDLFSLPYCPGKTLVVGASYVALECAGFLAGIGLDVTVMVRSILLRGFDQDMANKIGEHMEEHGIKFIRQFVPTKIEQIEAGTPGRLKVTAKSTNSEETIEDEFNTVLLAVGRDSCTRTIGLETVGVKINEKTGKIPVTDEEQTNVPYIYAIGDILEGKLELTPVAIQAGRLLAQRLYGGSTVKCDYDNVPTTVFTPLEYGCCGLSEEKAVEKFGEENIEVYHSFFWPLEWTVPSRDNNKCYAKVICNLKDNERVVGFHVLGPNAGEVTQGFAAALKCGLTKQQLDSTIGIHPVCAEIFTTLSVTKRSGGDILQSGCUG
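Rat TrxR1, dispensed at 90 nM, was prereduced with 400 uM NADPH (final) for 5 min at ~22 deg C, then incubated with compound 15 min before 400 uM selenite. A first-read NADPH fluorescence drop versus no-compound background flagged substrates.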
Vif-A3G inh = blocks the Vif interaction with human APOBEC3G. HeLa A3G-eYFP + Vif (tagged APOBEC3G with the HIV-1 protein that degrades it), YFP fluorescence, overnight. AID 602310. Potency, µM (series often up to 46.1 µM), for the others: at the top dose activity, negative = active, hits mostly inhibitors. 0.076% of 410,000 active. Q9HC16;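 further: potency means the concentration at half of the fitted maximal effect; on the % scale 0 is the no-effect control and ±100 the full control effect; nearly all actives have a fitted effect of over 60% in size; hits raise eYFP signal because A3G escapes Vif-driven loss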
Target sequence (Q9HC16 whole entry, looked up): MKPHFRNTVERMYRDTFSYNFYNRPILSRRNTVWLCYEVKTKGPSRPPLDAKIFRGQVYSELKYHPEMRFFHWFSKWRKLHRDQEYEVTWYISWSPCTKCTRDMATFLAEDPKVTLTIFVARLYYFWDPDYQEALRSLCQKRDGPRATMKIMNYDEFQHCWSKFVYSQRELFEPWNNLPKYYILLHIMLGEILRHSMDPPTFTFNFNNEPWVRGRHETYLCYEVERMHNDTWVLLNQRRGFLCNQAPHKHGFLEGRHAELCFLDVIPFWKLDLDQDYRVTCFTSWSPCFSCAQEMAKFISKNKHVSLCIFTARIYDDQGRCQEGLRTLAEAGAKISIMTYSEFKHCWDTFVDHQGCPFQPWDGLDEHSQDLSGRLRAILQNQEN
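Read-out is eYFP fluorescence (Ex 488/Em 500-530) from Vif-expressing HeLa A3G-eYFP cells; more signal means A3G escaped Vif-mediated degradation. Cells plated overnight, compound pinned in, incubated overnight at 37 deg C.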
Glioma ERSR ind = ER stress response induction in glioma. U87-MG GRP78 promoter luciferase reporter, 16 h. Potency, µM, inactives show at the highest dose activation, most hits filed as activators. 0.02% of 420,000 active. AID 602332; further: potency means the concentration at half of the fitted maximal effect; series mostly up to about 76 µM; % of control where 0% means no effect; nearly all actives have a fitted effect of over 35% in size
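Stably transfected U87-MG human glioma cells carrying a GRP78-based luminescent sensor were seeded at 1000 cells/well, pin-dosed with compounds and incubated 16 h. Luciferase reagent was then added, and end-point luminescence was read after 10 min at room temperature.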
Vif-A3F inh = inhibitors of Vif-A3F interaction | HeLa A3F-eYFP + Vif (tagged APOBEC3F with the HIV-1 protein that degrades it), YFP fluorescence increase | Potency, µM (highest dose often 46.1 µM), for the others: top-dose activity, negative = active | 0.2% of 390,000 active | AID 602313; further: potency means the concentration at half of the fitted maximal effect; % of control where 0% means no effect; nearly all actives have a fitted effect of over 65% in size
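HeLa cells stably expressing A3F-eYFP plus Vif, plated and incubated overnight at 37 deg C, then exposed to compounds overnight at 37 deg C. Blocked degradation read as raised yellow fluorescence (Ex 488/Em 500-530).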
LDHA block = blocks human lactate dehydrogenase A | P00338 | 0.15% of 480,000 active | activity change, % (values are at about 110 or 230 µM) | AID 1347041 | purified LDHA, NADH/diaphorase-resazurin fluorescence; hits give low values; in the data active means activity change below about -30%; inconclusive means mostly about -25% to -30%;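 further: plate controls were DMSO wells for no effect and wells without enzyme for full effect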
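LDH5 2 nM; NADH 0.06 mM, pyruvate 0.2 mM; 200 mM Tris pH 7.4, EDTA, Tween-20; 5 min RT. Detection: diaphorase 0.133 mg/mL + resazurin 37 µM, fluorescence ex540/em590 at 0 and 20 min; normalized to enzyme-free and DMSO wells.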
Active calls of the source: *; [ ] = another dose, or the depositor's remark. Unless noted, the call rests on the fitted dose curve; in most records, active means well fitted curve in the direction sought with a large enough effect; inconclusive means small, poorly fitted or top-dose-only effect, or another doubt; inactive means no such curve, though single readings can be large; an effect the other way counts as inactive or inconclusive. An excerpt. The share of hits here may be higher or lower than overall.

Cc1ccc(-c2ccc(/C=N/N3C(=O)C4C5C=CC(CC5)C4C3=O)o2)c([N+](=O)[O-])c1 (configuration not stated) was read as RXFP1 ag 2.7%, USP1 inh inconclusive, mIDH1 inhibitor 8.8%, PI4K2A block 0.3, TrxR1 substrate -0.1%, Vif-A3G inh -6.4%, Glioma ERSR ind 10.7%, Vif-A3F inh 2.4% and LDHA block 1.6.
For O=C(Nc1ccccc1)c1nc[nH]c1C(=O)N1CCc2ccccc2C1 the results were RXFP1 ag -0.2%, USP1 inh -24.6%, mIDH1 inhibitor 3.3%, PI4K2A block -0.9, TrxR1 substrate 0.8%, Vif-A3G inh -0.4%, Glioma ERSR ind -5.2%, Vif-A3F inh -0.9% and LDHA block 1.1.
For O=C(N1CCOCC1)N(CCN1CCOCC1)Cc1cccc2ccccc12 the results were RXFP1 ag 1.5%, USP1 inh -5.6%, mIDH1 inhibitor -5.6%, PI4K2A block 3.6, TrxR1 substrate 4.7%[57.1 µM], Vif-A3G inh 0.0%, Glioma ERSR ind -2.9%, Vif-A3F inh 0.6% and LDHA block -6.8.
Screening COCc1[nH][nH]c(=O)c1C=Nc1ccccc1 returned RXFP1 ag -1.6%, USP1 inh -16.7%, mIDH1 inhibitor 3.9%, PI4K2A block -1.0, TrxR1 substrate -11.4%, Vif-A3G inh 2.2%, Glioma ERSR ind -3.7%, Vif-A3F inh 3.4% and LDHA block 1.7.
Screening O=S(=O)(Nc1cccc2ccccc12)c1ccccc1F returned RXFP1 ag 0.9%, USP1 inh -14.0%, mIDH1 inhibitor 2.2%, PI4K2A block 2.4, TrxR1 substrate -1.7%, Vif-A3G inh -8.2%, Glioma ERSR ind 8.0%, Vif-A3F inh -1.9% and LDHA block 3.4.
For Cc1cccc(NC(=O)COc2coc(CN3CCN(c4ccccc4)CC3)cc2=O)c1 the results were RXFP1 ag 1.1%, USP1 inh -9.9%, mIDH1 inhibitor 8.1%, PI4K2A block -2.6, TrxR1 substrate -7.2%, Vif-A3G inh -0.8%, Glioma ERSR ind -0.6%, Vif-A3F inh 11.2% and LDHA block 3.6.
Screening CC(Oc1ccc(Cl)cc1Cl)C(=O)NCCCN(C)C (configuration not stated) returned RXFP1 ag 0.2%, USP1 inh -4.1%, mIDH1 inhibitor 0.0%, PI4K2A block -0.1, TrxR1 substrate 6.6%, Vif-A3G inh 0.0%, Glioma ERSR ind 0.9%, Vif-A3F inh -4.9% and LDHA block 0.0.
Screening O=C(Nc1ccc(F)cc1)N1CCOCC1 returned RXFP1 ag -0.2%, USP1 inh -2.8%, mIDH1 inhibitor -0.6%, PI4K2A block 5.8, TrxR1 substrate 1.2%, Vif-A3G inh 2.5%, Glioma ERSR ind -3.2%, Vif-A3F inh -8.0% and LDHA block 0.0.
CCC(=O)/C(=C(/O)c1ccccc1)c1nc2ccccc2[nH]1 was read as RXFP1 ag 3.5%, USP1 inh -5.9%, mIDH1 inhibitor -5.6%, PI4K2A block 1.2, TrxR1 substrate -11.2%, Vif-A3G inh -1.2%, Glioma ERSR ind 2.2%, Vif-A3F inh 0.2% and LDHA block 12.3.
Screening Cn1ncc(Br)c1C(=O)NC12CC3CC(CC(C3)C1)C2 returned RXFP1 ag -0.6%, USP1 inh -23.2%, mIDH1 inhibitor 0.3%, PI4K2A block -4.6, TrxR1 substrate -6.2%, Vif-A3G inh -1.1%, Glioma ERSR ind -5.3%, Vif-A3F inh -27.8% and LDHA block -1.2.
For CCOc1ccc(C(=O)NCC(=O)Nc2ccc3c(c2)OCO3)cc1OCC the results were RXFP1 ag 0.0%, USP1 inh -3.2%, mIDH1 inhibitor 1.9%, PI4K2A block -1.6, TrxR1 substrate 1.5%, Vif-A3G inh -4.1%, Glioma ERSR ind 0.8%, Vif-A3F inh 2.2% and LDHA block 7.0.
`O=c1c2sc3nc(N4CCOCC4)c4c(c3c2ncn1-c1ccccc1)CCCC4` gave RXFP1 ag 8.4%, USP1 inh -15.7%, mIDH1 inhibitor inconclusive, PI4K2A block 1.3, TrxR1 substrate 12.9%[57.1 µM], Vif-A3G inh 0.7%, Glioma ERSR ind -2.0%, Vif-A3F inh 2.7% and LDHA block -3.6.
`C=CCN1C(=O)S/C(=C\c2ccc(N3CCOCC3)cc2C)C1=O` gave RXFP1 ag 0.2%, USP1 inh -17.0%, mIDH1 inhibitor -2.1%, PI4K2A block -2.9, TrxR1 substrate 0.8%[57.1 µM], Vif-A3G inh 3.5%, Glioma ERSR ind -5.7%, Vif-A3F inh 5.9% and LDHA block -3.9.
`CC(=O)Cn1ncc(N2CCOCC2)c(Cl)c1=O` gave RXFP1 ag 1.0%, USP1 inh 6.8%, mIDH1 inhibitor -6.0%, PI4K2A block 1.3, TrxR1 substrate -10.1%[57.1 µM], Vif-A3G inh -2.7%, Glioma ERSR ind 1.2%, Vif-A3F inh -5.2% and LDHA block -0.9.
Screening COC(=O)c1ccc(S(=O)(=O)N2CCCC2)o1 returned RXFP1 ag 1.0%, USP1 inh -16.1%, mIDH1 inhibitor 6.0%, PI4K2A block 3.6, TrxR1 substrate -8.4%[57.1 µM], Vif-A3G inh 0.3%, Glioma ERSR ind -2.1%, Vif-A3F inh 1.0% and LDHA block -2.3.
`CCn1cc2c(c1-c1cccc(C)c1)c(=O)n(C)c(=O)n2C` gave RXFP1 ag 2.4%, USP1 inh -10.6%, mIDH1 inhibitor 7.2%, PI4K2A block -5.9, TrxR1 substrate 3.2%, Vif-A3G inh 2.5%, Glioma ERSR ind -5.3%, Vif-A3F inh 2.8% and LDHA block 6.2.
`Cc1cc(C)c2c(=O)cc(C(=O)Nc3sc4c(c3C(=O)NCc3ccco3)CCCC4)oc2c1` gave RXFP1 ag -0.9%, USP1 inh -13.3%, mIDH1 inhibitor 11.3%, PI4K2A block -14.5, TrxR1 substrate 1.0%, Vif-A3G inh 2.4%, Glioma ERSR ind -3.2%, Vif-A3F inh -4.4% and LDHA block 8.0.
Screening Cn1c(SCCN2CCCC2)nnc1C1CCN(S(=O)(=O)c2cccc(F)c2)CC1 returned RXFP1 ag 0.4%, USP1 inh -13.4%, mIDH1 inhibitor 2.5%, PI4K2A block -5.1, TrxR1 substrate 11.7%[57.1 µM], Vif-A3G inh 1.8%, Glioma ERSR ind -3.8%, Vif-A3F inh -7.5% and LDHA block -0.7.
Screening CCC(=O)N1CCC2(CC1)Oc1ccc(F)cc1C(=O)C21CC(c2cccnc2)=NO1 (configuration not stated) returned RXFP1 ag 7.6%, USP1 inh -11.1%, mIDH1 inhibitor 0.0%, PI4K2A block -5.9, TrxR1 substrate 6.9%, Vif-A3G inh 1.9%, Glioma ERSR ind 2.0%, Vif-A3F inh 4.5% and LDHA block 1.2.
Screening O=C(/C=C/c1cccc(F)c1)Nc1ccc(S(=O)(=O)N2CCOCC2)cc1 returned USP1 inh inconclusive, mIDH1 inhibitor 5.0%, PI4K2A block -9.7, TrxR1 substrate -9.8%[57.1 µM], Vif-A3G inh -6.6%, Glioma ERSR ind -3.9%, Vif-A3F inh 4.9% and LDHA block -0.6.
Screening COc1ccccc1NC(=O)Cn1nnc(-c2ccccc2NC(=O)c2cc3ccccc3oc2=O)n1 returned RXFP1 ag 2.8%, USP1 inh 2.3%, mIDH1 inhibitor 2.3%, PI4K2A block -4.2, TrxR1 substrate -2.0%, Vif-A3G inh 0.6%, Glioma ERSR ind 0.8%, Vif-A3F inh -3.2% and LDHA block -1.7.
For COc1ccc(CN2CCNC(=O)C2CC(=O)NC2CCCC2)c(C)c1C (configuration not stated) the results were RXFP1 ag -0.1%, USP1 inh -29.6%, mIDH1 inhibitor -6.0%, PI4K2A block -0.7, TrxR1 substrate -1.6%, Vif-A3G inh -2.9%, Glioma ERSR ind -4.3%, Vif-A3F inh -4.2% and LDHA block 0.8.
COc1ccc(CCNC(=O)C(=O)NCC(c2cccs2)S(=O)(=O)c2ccc(C)cc2)cc1 (configuration not stated) was read as RXFP1 ag 4.8%, USP1 inh -19.7%, mIDH1 inhibitor 0.0%, PI4K2A block -7.2, TrxR1 substrate 5.2%[57.1 µM], Vif-A3G inh 3.9%, Glioma ERSR ind -4.1%, Vif-A3F inh -6.3% and LDHA block 1.9.
Cc1ccc(S(=O)(=O)N(C)c2ccc(OC(=O)CN3C(=O)NC(C)(c4ccccc4)C3=O)cc2)cc1C (configuration not stated) was read as USP1 inh -18.6%, mIDH1 inhibitor 0.0%, PI4K2A block -1.2, TrxR1 substrate 5.5%, Vif-A3G inh -2.9%, Glioma ERSR ind -0.9%, Vif-A3F inh 0.2% and LDHA block 1.2.
`COc1cc(NC(=O)Cc2nn(C)c(=O)c3ccccc23)cc(OC)c1` gave RXFP1 ag 3.0%, USP1 inh -15.7%, mIDH1 inhibitor 6.8%, PI4K2A block -1.2, TrxR1 substrate -8.6%[57.1 µM], Vif-A3G inh -3.0%, Glioma ERSR ind -0.8%, Vif-A3F inh 3.3% and LDHA block -0.7.
For CC(=O)c1ccc(N2CCN(S(=O)(=O)c3cccc4nonc34)CC2)cc1 the results were RXFP1 ag -0.2%, USP1 inh -20.6%, mIDH1 inhibitor 2.9%, PI4K2A block -0.5, TrxR1 substrate -5.7%, Vif-A3G inh -0.6%, Glioma ERSR ind 4.6%, Vif-A3F inh 3.8% and LDHA block -11.2.
Screening CN(Cc1ccccc1)c1nc(N)c([N+](=O)[O-])c(NCc2ccccc2)n1 returned RXFP1 ag 3.4%, USP1 inh -12.2%, mIDH1 inhibitor 2.1%, PI4K2A block 1.1, TrxR1 substrate -17.1%, Vif-A3G inh -20.0%, Glioma ERSR ind -3.7%, Vif-A3F inh 1.4% and LDHA block -1.3.

Bioassay records as filed in PubChem.
